Assay outcomes (PubChem BioAssay)
RNase H inhibition – RNase H inhibition, HIV 1 Gag Pol polyprotein, FRET biochemical assay, screening (AID 372). HIV-1 RT RNase H, FRET RNA/DNA substrate fluorescence; higher % means a stronger effect. 0.77% of 100,000 active. inhibition, % at 10 µM; hits with a dose series show IC50 in µM; in the data active means inhibition above about 50%
* hit, by the source's call.

Preview:
SMILES	RNase H inhibition
CN(C)c1ccc(NC(=S)Nc2ccc3nccnc3c2)cc1	20%
CC(/C=C1\SC(=S)N(C(C(=O)O)c2ccccc2)C1=O)=C\c1ccccc1 (stereo unspecified)	23%

Results, from the start:
SMILES	RNase H inhibition
CN(C)c1ccc(NC(=S)Nc2ccc3nccnc3c2)cc1	20%
CC(/C=C1\SC(=S)N(C(C(=O)O)c2ccccc2)C1=O)=C\c1ccccc1 (stereo unspecified)	23%
Cc1ccc(S(=O)(=O)/N=C/c2ccc(F)cc2)cc1	0%
CC1=C(C(=O)Nc2cccc(Cl)c2)C(c2ccccc2F)NC(=S)N1 (stereo unspecified)	6%
COc1ccc(-c2csc(Nc3ccc(NC(C)=O)cc3)n2)cc1	18%
Cc1ccccc1NC(=O)c1cc2ccccc2oc1=O	2%
COc1cc2c(cc1OC)C(c1cccc(Cl)c1)N(Cc1ccc(Br)o1)CC2 (stereo unspecified)	24%
COC(=O)CP(=O)(c1ccccc1)c1ccccc1	4%
CCOc1ccc(/C=N/N2C(=O)c3ccccc3C2=O)cc1	10%
Cc1ccc(NC(=O)Nc2nnc(-c3ccccc3SCc3ccccc3F)s2)cc1	33%
Cc1cc(Cl)ccc1OCc1nnc(NC(=O)Nc2ccc(Cl)c(Cl)c2)s1	13%
CCSCCOC(=O)C1=C(C)NC2=C(C(=O)CC(C)(C)C2)C1c1ccccn1 (stereo unspecified)	9%
N#C/C(=C\c1ccc([N+](=O)[O-])c(Cl)c1Cl)c1nc2ccccc2[nH]1	1%
CCOC(=O)CSc1nc2c(c(=O)n1C1CCOC(C)(C)C1)C1(CCCCC1)Cc1ccccc1-2 (stereo unspecified)	9%
O=C(O)CCN1C(=O)c2ccc(S(=O)(=O)c3ccc(C(=O)O)cc3)cc2C1=O	2%
Cc1ccc(C)c(N2C(=O)c3ccc(Oc4cccc(N)c4)cc3C2=O)c1	14%
COc1ccc(OC(C)C(=O)Nc2ccc(F)cc2)cc1 (stereo unspecified)	0%
Cc1ccc(OCCCCCCN2CCCCC2)cc1	18%
Cn1c(Cn2c(C(F)(F)F)nc3ccccc32)nc2ccccc21	10%
COc1cc(/C=C2/C(=O)NN(c3ccc(F)cc3)C2=O)cc(Cl)c1O	7%
CCOC(=O)C1=C(O)/C(=C/c2ccc(O)cc2)N=C1C	9%
COC(=O)c1cc(C(=O)Nc2nc3ccccc3s2)cc([N+](=O)[O-])c1	0%
O=C(CSc1nnc(-c2cccc(F)c2)n1-c1ccccc1)Nc1ccc(Br)cc1	18%
COC(=O)C1=CN(CC2CCCO2)C=C(C(=O)OC)C1c1cccc(Cl)c1 (stereo unspecified)	6%
CC(C)(C)C(=O)CC(C)(O)c1ccc(Cl)cc1 (stereo unspecified)	6%
COc1ccc(C(C)NC(=O)CN(c2ccccc2C)S(=O)(=O)c2ccc(C)cc2)cc1 (stereo unspecified)	17%
O=[N+]([O-])c1ccccc1-c1nc(-c2cccnc2)no1	9%
Cc1cc(/C=C(/C#N)c2nc3ccccc3[nH]2)c(C)n1-c1cccc([N+](=O)[O-])c1	19%
O=C(Nc1ccc(Cc2ccncc2)cc1)c1cccc(Cl)c1	6%
CCCn1c2ccccc2c2nnc(SCCN3CCOCC3)nc21	5%
CCOCCOC(=O)C1=C(C)NC(=O)CC1c1cccc([N+](=O)[O-])c1 (stereo unspecified)	0%
C/C(=N\NC(=O)c1cc(I)ccc1O)c1ccccn1	4%
CCOc1ccc(NC(=O)CN(c2ccc(C)cc2)S(=O)(=O)c2ccc(OC)c(OC)c2)cc1	2%
CCN(CC)CCOCCOc1ccccc1C(C)(C)C	7%
O=C1CC(c2ccc(F)cc2)c2cc(Br)c3ccccc3c2N1 (stereo unspecified)	22%
CSc1ccccc1C(=O)O/N=C1\CCCc2c1ccc(O)c2C	9%
O=C(Nc1ccc(Cl)c(Cl)c1)c1cnn2c1NC(c1ccccc1)CC2C(F)(F)F (stereo unspecified)	13%
CCc1c(C)c(C#N)c2nc3ccccc3n2c1N1CCN(C2CCCCC2)CC1	7%
O=C(NC(=S)Nc1ccc(N2CCCCC2)c(Cl)c1)c1ccccc1F	2%
CC(C)c1ccccc1NC(=O)c1ccc([N+](=O)[O-])cc1Cl	6%

4 neighbouring compounds from above:
SMILES	RNase H inhibition
O=C(Nc1ccc(Cl)c(Cl)c1)c1cnn2c1NC(c1ccccc1)CC2C(F)(F)F (stereo unspecified)	13%
CCc1c(C)c(C#N)c2nc3ccccc3n2c1N1CCN(C2CCCCC2)CC1	7%
O=C(NC(=S)Nc1ccc(N2CCCCC2)c(Cl)c1)c1ccccc1F	2%
CC(C)c1ccccc1NC(=O)c1ccc([N+](=O)[O-])cc1Cl	6%

(cont.)
SMILES	RNase H inhibition
O=C1Nc2ccc(Br)cc2C1=Cc1nc2ccccc2c(=O)n1-c1ccc([N+](=O)[O-])cc1	32%
O=C(c1cc2nc(-c3cccs3)cc(C(F)(F)F)n2n1)N1CCc2ccccc2C1	24%
COc1ccc(Cl)cc1C(=O)NCCC1=CCCCC1	0%
O=C1c2ccccc2-c2nc3cc(Br)cnc3nc21	12%
CCC(=O)Nc1ccc(NC(=O)c2ccco2)c(OC)c1	13%
CCOC(=O)N1CCN(C(=O)NC23CC4CC(CC(C4)C2)C3)CC1	42%
COc1ccc(-n2c(C)cc(/C=C(\C#N)C(=O)Nc3ccccc3)c2C)cc1	11%
S=C(NCC1CCCO1)Nc1ccccc1 (stereo unspecified)	6%
C=CCc1ccc(OCC(=O)N/N=C/c2c3ccccc3cc3ccccc23)c(OC)c1	4%
C=CC(C)CCC(OC(C)=O)C(=C)C (stereo unspecified)	10%
CC1=C(C(=O)OCCCc2ccccc2)C(c2ccccc2F)CC(=O)N1 (stereo unspecified)	23%
CCOC(=O)C1=C(C)N=c2s/c(=C\c3ccccc3Cl)c(=O)n2C1c1ccc(OC)cc1 (stereo unspecified)	10%
COc1cc(OC)c(CNC2CCCCC2C)cc1Br (stereo unspecified)	2%
CC(C)(C)c1ccc(C(=O)N2N=C(c3ccc([N+](=O)[O-])cc3)CC2(O)C(F)(F)F)cc1 (stereo unspecified)	12%
CC1(C)CC(=O)C(C=Nc2ccc(Cl)cc2Cl)=C(O)C1	3%
O=C(NCc1ccccc1)c1ccc(CN2CCN(c3ccccc3)CC2)cc1	15%
O=[N+]([O-])c1ccc(CN2CCN(C/C=C/c3ccccc3)CC2)o1	7%
O=C(Nc1cccc(Cl)c1)c1cccc(Cl)c1Cl	7%
CC1(C)CC(=O)C=C(NCCc2ccccc2)C1	4%
CCOC(=O)c1[nH]cnc1C(=O)Nc1ccc([N+](=O)[O-])cc1	0%
CCN(CC)Cc1c(O)ccc2c(=O)c(Oc3ccccc3Br)coc12	10%
CCOc1ccccc1N1CCN(C(=O)c2cccc(F)c2)CC1	0%
O=C(COc1ccc(Br)cc1)Nc1ccc(N2CCOCC2)c(Cl)c1	13%
Cc1cc(C(=O)N/N=C/c2c(C)[nH]c3ccccc23)n[nH]1	7%
NC(=O)c1ccc(Sc2nc3ccccc3s2)c([N+](=O)[O-])c1	5%
O=C(/C=C/c1ccc2c(c1)OCO2)Nc1c(F)c(F)c(F)c(F)c1F	6%
CC(=O)Nc1nc(-c2cccs2)cs1	9%
O=C(COc1ccc(Cl)cc1Cl)Nc1ccc(F)c(Cl)c1	31%
O=C(O)c1cc(NC(=O)c2ccccc2)cc(C(=O)O)c1	0%
COc1cccc(C=Nc2ccccc2C(N)=O)c1O	4%
C=CCN1C(=O)/C(=C/c2cc([N+](=O)[O-])ccc2Cl)SC1=S	6%
O=C(/C=C/c1ccc2c(c1)OCO2)Nc1ccc(F)c(F)c1	4%
O=C(NC(=S)Nc1cc([N+](=O)[O-])ccc1F)c1cccc(I)c1	4%
Clc1ccc(-n2ncnc2-c2ccc(Br)cc2)cc1	14%
COc1ccc(NC(=O)/C(C#N)=C/c2ccc(-c3cccc([N+](=O)[O-])c3)o2)cc1	8%
C/C(=N\N=C1\NC(=O)C(CC(=O)Nc2ccc(Cl)c(Cl)c2)S1)c1ccc(Cl)cc1 (stereo unspecified)	18%
COc1ccc(/C=C2/SC(=S)N(CCc3ccccc3)C2=O)cc1OC	7%
CC(C)(O)P(=O)(c1ccccc1)c1ccccc1	6%
O=[N+]([O-])c1cccc(S(=O)(=O)Nc2ccc(O)c(Cl)c2)c1	4%
COC(=O)C1=C(C)N(C)C(C)=C(C(=O)OC)C1c1ccsc1	14%
COc1ccc(NC(=O)c2ccc(CN3CCN(c4ccccc4)CC3)cc2)cc1OC	15%
O=C(NC(=S)Nc1cccc(-c2nc3ccccc3s2)c1)c1ccccc1F	11%
Cc1cc(C(=O)COC(=O)c2ccc3c(c2)OCCO3)ccc1Br	28%
O=C(NC(=S)Nc1nc(-c2cccc([N+](=O)[O-])c2)cs1)c1cccc(Br)c1	45%
Cc1ccc(N(CC(=O)O)S(=O)(=O)c2ccc(F)cc2)cc1	48%
COC(=O)C1=C(C)N(C)C(=O)NC1c1cccc(OC)c1OC (stereo unspecified)	0%
COc1ccc(OC)c(/C=N\NC(=O)CNc2ccc(C)cc2)c1	13%
Cc1ccc2nc(-c3ccc(NC(=O)c4cccc(F)c4)cc3)sc2c1	43%
CCc1ccc(OCC(=O)Nc2ccc(I)cc2Cl)cc1	41%
CCN(CC)CCN=Cc1c(O)n(-c2ccccc2)c(=S)[nH]c1=O	6%
O=C(/C=C/c1ccccc1)Nc1ccc(S(=O)(=O)Nc2ccc(F)cc2)cc1	14%
CC1=C(C(=O)OCC2CCCO2)C(c2ccc(Cl)cc2)C2=C(CCCC2=O)N1 (stereo unspecified)	15%
COc1ccc(OC)c(N(CC(=O)N2CCOCC2)S(C)(=O)=O)c1	4%
CCN(CC)c1ccc(N2C(=O)/C(=C/C=C/c3ccccc3)SC2=S)cc1	11%
O=C(O)/C=C/C(=O)Nc1ccc(NC(=O)c2ccccc2)c(Cl)c1	7%
COC(C(=O)N/N=C/c1ccc(Cl)cc1Cl)c1ccccc1 (stereo unspecified)	7%
CCSCCOC(=O)C1=C(C)N(C)C(=O)NC1c1ccc(OC)cc1 (stereo unspecified)	0%
CC(C)(C)OC(=O)N1N=C(c2ccc(Cl)cc2)CC1(O)C(F)(F)F (stereo unspecified)	3%
COc1ccc(S(=O)(=O)Nc2cccc(C(F)(F)F)c2)cc1OC	3%
CCOC(=O)C(C)Oc1cc2oc(=O)cc(C)c2cc1CC (stereo unspecified)	24%
Next structures follow.
SMILES	RNase H inhibition
N#C/C(=C\c1ccc(-c2ccccc2[N+](=O)[O-])o1)C(=O)Nc1ccc(Cl)cc1	2%
Cc1cc(/C=C2\C(=O)NC(=O)N(c3ccc4c(c3)OCO4)C2=O)c(C)n1-c1ccc(F)cc1	10%
O=c1/c(=C/c2ccc(OS(=O)(=O)c3ccccc3[N+](=O)[O-])cc2)sc2nc3ccccc3n12	11%
Cc1ccc(N2C(=O)NC(=O)/C(=C/c3cc(C)n(-c4ccc([N+](=O)[O-])cc4)c3C)C2=O)cc1	15%
Cc1c(NC(=S)NC(=O)c2ccc(-c3ccccc3)cc2)c(=O)n(-c2ccccc2)n1C	2%
CC/C(Cc1ccccc1)=N\NC(=O)c1ccc(Cl)cc1	0%
CC(C)CC(=O)Nc1nnc(Cc2ccc(Cl)cc2Cl)s1	8%
O=C(CSc1nc2ccccc2s1)Nc1ccccc1	0%
CCCCc1ccc(-n2c(C)cc(/C=C3/SC(=S)NC3=O)c2C)cc1	27%
CCOc1ccc(C(=O)Nc2cccc(-c3nc4cc(C)cc(C)c4o3)c2C)cc1Cl	19%
Cc1cc(C)nc(NS(=O)(=O)c2ccc(N/C=C\C(=O)c3cccs3)cc2)n1	7%
CCOC(=O)c1ccc(N=Cc2c(C(F)(F)F)[nH]n(-c3nc4ccccc4s3)c2=O)cc1	15%
CCN(CC)c1ccc(/C=N/NC(=O)CCc2c(C)n[nH]c2C)cc1	17%
CCOC(=O)N1CCN(Cc2ccc(Br)cc2)CC1	6%
CC1=CC(C)(C)N(CC(=O)c2ccc([N+](=O)[O-])cc2)c2c(C)cccc21	8%
COc1ccc([N+](=O)[O-])cc1N=Cc1c(O)n(-c2ccccc2)c(=O)[nH]c1=O	11%
CCOC(=O)c1c(NC(=O)c2cc3nc(-c4ccco4)cc(C(F)(F)F)n3n2)sc2c1CCC2	0%
Cc1cc(C)c(O)c(N=Cc2cc3c(cc2[N+](=O)[O-])OCO3)c1	12%
C=CCn1c(SCC(=O)N(CC)CC)nc(O)c(Cc2ccccc2)c1=O	0%
O=[N+]([O-])c1ccc2nc(NC(c3ccccc3)c3ccccc3)sc2c1	18%
CCOC(=O)c1sc(NC(=O)COc2ccc(C(C)(C)C)cc2)nc1C	12%
Cc1ccc(S(=O)(=O)Nc2ccccc2C(=O)Nc2ccccc2)cc1	12%
COc1ccc(C2CC(C(F)(F)F)n3nc(C(=O)NCc4cccs4)c(Cl)c3N2)cc1OC (stereo unspecified)	9%
CCSCCOC(=O)C1=C(C)NC(=O)NC1c1ccccc1F (stereo unspecified)	2%
Fc1ccc(-c2nc(Cc3ccccc3Cl)no2)cc1	15%
Cc1ccc(CN2CCN(/N=C/c3ccc(C(=O)O)cc3)CC2)cc1	0%
O=C1c2ccccc2C(=O)N1CC=C(Cl)Cl	0%
COc1ccc(-c2nc(-c3ccccn3)no2)cc1	2%
Oc1ccc(Cl)cc1C=Nc1cccc(Cl)c1	12%

Reformatted with each value named: entries from further up.
O=C(COc1ccc(Cl)cc1Cl)Nc1ccc(F)c(Cl)c1
- RNase H inhibition: 31%

O=C(O)c1cc(NC(=O)c2ccccc2)cc(C(=O)O)c1
- RNase H inhibition: 0%

COc1cccc(C=Nc2ccccc2C(N)=O)c1O
- RNase H inhibition: 4%

Three entries out of the list, sorted by SMILES length, low to high:
SMILES	RNase H inhibition
COc1ccc(-c2nc(-c3ccccn3)no2)cc1	2%
Cc1ccc(S(=O)(=O)Nc2ccccc2C(=O)Nc2ccccc2)cc1	12%
COc1ccc(C2CC(C(F)(F)F)n3nc(C(=O)NCc4cccs4)c(Cl)c3N2)cc1OC (stereo unspecified)	9%

Some of the compounds tested; the hit share may differ from the screen's.
